PriA SSB inh: inhibitors of Klebsiella pneumoniae PriA binding to SSB C-terminal tail | AlphaScreen SSBct-PriA binding, biotinylated peptide | inhibition, % at 33 µM | actives 0.6% (n = 430,000); in the data active = inhibition mostly above about 37%, no sharp cut-off; inactive = mostly below about 20%;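 also: plate controls were negative control peptide for no effect and reference peptide for full effect; strong numbers were not always called active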
MazF activator: activators of E. coli MazEF toxin-antitoxin RNase; P0AE70; FAM/BHQ RNA-DNA oligo cleavage fluorescence, 5 h; activation, % at 20 µM; actives 0.32% (n = 350,000); AID 504720; in the data active = activation above about 50%
Target sequence (P0AE70 whole entry, looked up): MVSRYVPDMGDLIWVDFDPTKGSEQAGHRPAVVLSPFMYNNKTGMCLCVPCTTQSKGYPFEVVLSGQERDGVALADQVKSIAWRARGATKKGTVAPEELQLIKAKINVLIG
SARS 3CLpro inh: SARS-CoV 3CLpro protease inhibition; P0C6X7; recombinant SARS-CoV 3CLpro, quenched FRET peptide cleavage; inhibition, % at 6 µM; actives 0.14% (n = 290,000); AID 1706; in the data active = inhibition above about 12%
TcdB GH inh: inhibitors of Clostridioides difficile toxin B glycohydrolase | P18177 | TcdB glycohydrolase enzymatic assay, plate reader | inhibition, % at 9.99 µM | actives 0.24% (n = 350,000) | AID 652162; in the data active = inhibition above about 10%
BH1578 lux ind: induces V. cholerae light production without autoinducers; AID 588436; activation, % at 18.7 µM; V. cholerae BH1578 lux reporter, luminescence, 6 h; actives 0.16% (n = 350,000); in the data active = activation mostly above about 9.7%, no sharp cut-off; also: not every result past the cut was called active; inactives centre near 0; reference of the scale not given here
Rv3671c protease: inhibitors of M. tuberculosis serine protease Rv3671c | P9WHR9 | inhibition, % at 5.96 µM | actives 0.048% (n = 320,000) | AID 2606; in the data active = inhibition above about 38%;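 also: extracellular domain of Rv3671c used as enzyme; 0% = enzyme with DMSO and 100% = no enzyme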
Target sequence (P9WHR9 whole entry, looked up, the tested form may be a part): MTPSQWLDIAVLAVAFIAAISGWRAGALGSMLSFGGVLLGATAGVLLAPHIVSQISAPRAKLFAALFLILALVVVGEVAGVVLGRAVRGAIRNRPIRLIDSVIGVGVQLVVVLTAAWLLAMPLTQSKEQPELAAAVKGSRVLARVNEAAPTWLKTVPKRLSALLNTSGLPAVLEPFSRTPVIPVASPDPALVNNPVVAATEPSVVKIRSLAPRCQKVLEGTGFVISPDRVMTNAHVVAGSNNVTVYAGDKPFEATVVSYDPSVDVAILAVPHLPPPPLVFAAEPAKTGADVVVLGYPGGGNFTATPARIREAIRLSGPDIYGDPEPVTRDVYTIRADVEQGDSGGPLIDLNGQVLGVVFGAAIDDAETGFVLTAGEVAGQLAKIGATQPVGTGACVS
PrPC surface inh: cell surface PrPC inhibition, primary TR-FRET screen; P04156; TR-FRET read-out; actives 0.43% (n = 370,000); inhibition, % at 13.8 µM; in the data active = inhibition above about 24%; also: 0% = median of the test wells and 100% = reference compound wells
CCHFV vOTU inh: blocks the CCHF virus ovarian tumor domain protease. inhibition, % at 11.5 µM. CCHFV vOTU protease, Pep-AMC fluorescence. actives 0.55% (n = 370,000); in the data active = inhibition above about 30%; also: 0% = vehicle wells with enzyme and 100% = no enzyme wells
Y pestis TopoI: blocks Yersinia pestis topoisomerase I activity | Y. pestis Topo-I cleavage product accumulation, plate reader | activity, % at 10 µM | actives 0.064% (n = 360,000) | AID 504884; in the data active = activity above about 50%, passing the limit was not always enough; also: inactives centre near 2
DUSP3 inh: inhibitors of human VHR1 phosphatase (DUSP3). recombinant VHR phosphatase, pNPP absorbance. AID 1654. P51452. actives 0.52% (n = 290,000). inhibition, % at 13.3 µM; in the data active = inhibition above about 50%; also: some compounds called inactive have numbers as strong as hits
Target sequence (P51452 whole entry, looked up): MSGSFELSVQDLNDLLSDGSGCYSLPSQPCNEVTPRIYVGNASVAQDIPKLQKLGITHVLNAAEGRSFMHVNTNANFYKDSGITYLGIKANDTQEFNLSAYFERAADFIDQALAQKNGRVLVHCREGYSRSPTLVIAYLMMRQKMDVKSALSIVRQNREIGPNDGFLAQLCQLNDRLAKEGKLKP
Active calls of the source: *; i = inactive; nt = no result given; & = joins results of further samples. The list is partial; count on the stated rates, not on these rows.

compound,PriA SSB inh,MazF activator,SARS 3CLpro inh,TcdB GH inh,BH1578 lux ind,Rv3671c protease,PrPC surface inh,CCHFV vOTU inh,Y pestis TopoI,DUSP3 inh
CCC(C)N(C(=O)COC(=O)Cc1n[nH]c(=O)c2ccccc12)C1CCS(=O)(=O)C1 (configuration not stated),-7,7,0,nt,-2.9,4,0,-5,2,1
O=C(O)c1cccc(NC(=O)c2ccccc2NC(=O)c2ccco2)c1,-10,-8,-5,0.8,-0.5,0,3,-6,-3,8
COc1cc(-c2c(NC(=O)c3ccco3)oc3ccc(Cl)cc3c2=O)cc(OC)c1OC,nt,4,nt,0.2,-0.3,nt,6,25,-1,nt
O=C(N/C(=C/c1ccccc1)C(=O)N1CCCCCC1)c1ccccc1,2,11,-2,2.1,-0.2,11,-5,1,7,12
CCN(CC)S(=O)(=O)c1ccc(-c2cc(C(=O)OC)sc2C(F)(F)F)cc1,-10,-4,-1,2.2,0.4,1,-2,2,1,6
C=CCOc1ccc(CNc2ccc3[nH]c(=O)[nH]c3c2)cc1OC,-1,-13,3,-1.0,1.1,nt,-9,-46,-8,10
O=C(NC1CCOCC1)C1CCC(=O)N(Cc2cccc(C(F)(F)F)c2)C1 (configuration not stated),-12,-1,-3,0.9,i,12,0,9,0,-20
O=C(O)c1ccc2c(c1)S(=O)(=O)c1cc(N3CCN(c4ncccn4)CC3)ccc1C2=O,nt,-4,nt,-0.8,-0.2,nt,-10,6,4,nt
COc1ccc(-c2cccc(C(=O)Nc3ccc(OC)c(OC)c3)c2)cc1,5,1,0,nt,0.7,9,10,4,1,21
CCOC(=O)C1CCN(C(C)=C2C(=O)c3ccccc3C2=O)CC1,-6,9,9,nt,i,5,-11,8,5,-19
C[C@@H]1CN([C@H](C)CO)C(=O)CCCn2nncc2CO[C@H]1CN(C)C(=O)Cc1ccccc1,nt,7,nt,0.1&0.0,-0.2,nt,-1,9,-5,nt
Cc1ccccc1N(CC(=O)NC1CCCC1)C(=O)C1(C)CC(=O)N=C2C=CC(Cl)=CN21 (configuration not stated),1,4,0,0.2,i,-6,2,-206,1,33
COc1ccccc1N1C(=O)CC(Sc2n[nH]c(-c3cccc(C)c3)n2)C1=O (configuration not stated),12,1,0,nt,-0.4,8,4,5,-6,-2
CC(=O)c1cccc(NC(=S)NCCCCc2ccccc2)c1,2,-4,3,0.8,-2.4,-4,0,6,1,-18
COc1ccccc1NC(=S)N1CCN(c2cccc(C)c2C)CC1,3,16,6,0.2,-0.1,-1,6,-3,19,2
COc1ccccc1S(=O)(=O)N(C)C[C@@H]1Oc2ncc(-c3ccc(C)cc3)cc2C(=O)N([C@H](C)CO)C[C@@H]1C,nt,9,nt,1.6&1.8,-1.1,nt,6,1,15,nt
CCc1ccccc1NC(=O)c1ccccc1N1C(=O)C2C3C=CC(C3)C2C1=O (configuration not stated),-15,1,5,1.6,i,1,-5,18,-5,-19
C/C(=N\Nc1ccc(S(=O)(=O)Nc2ccccc2)cc1[N+](=O)[O-])c1ccncc1,nt,nt,1,-0.5,nt,4,-2,-5,nt,-8
Cc1ccc(C)c(OCC(O)CN2CCC(Cc3ccccc3)CC2)c1 (configuration not stated),2&6,3,-12,0.8,-0.3,-9,-4,16,21,33
CSc1nc(C)c2c(n1)N(c1ccc(C(C)C)cc1)CC2,2,2,5,nt,-0.5,9,0,-9,-4,-1
C[C@H](NC(=O)c1ccccc1)C(=O)OCC(=O)Nc1sccc1C(N)=O,3,-1,nt,-0.3,0.6,-5,-5,-6,3,nt
COc1ccccc1NC(=O)COC(=O)c1ccc2c(=O)n3c(nc2c1)CCC3,nt,-10,nt,-4.6,0.9,nt,3,1,0,nt
BrC(/C=C\c1ccccc1)=N/Nc1nc(N2CCOCC2)nc(N2CCOCC2)n1,nt,-1,-1,0.9,i,-3,-16,18,7,22
COc1cc(C(=O)N2CCC(C(N)=O)CC2)ccc1OCc1c(C)noc1C,-2,-1,nt,4.1,i,2,0,11,1,nt
CCCCOc1ccc(C(O)C(CN2CCCCC2)c2ccccc2)cc1 (configuration not stated),-9,11,-2,0.3,-0.4,5,3,13,10,8

Individual results from the list.
O=C(NC1CCOCC1)C1CCC(=O)N(Cc2cccc(C(F)(F)F)c2)C1 (configuration not stated) @ PriA SSB inh: -12
CSc1nc(C)c2c(n1)N(c1ccc(C(C)C)cc1)CC2 @ DUSP3 inh: -1
COc1ccccc1NC(=S)N1CCN(c2cccc(C)c2C)CC1 @ DUSP3 inh: 2
C=CCOc1ccc(CNc2ccc3[nH]c(=O)[nH]c3c2)cc1OC @ TcdB GH inh: -1.0
COc1ccc(-c2cccc(C(=O)Nc3ccc(OC)c(OC)c3)c2)cc1 @ Rv3671c protease: 9
BrC(/C=C\c1ccccc1)=N/Nc1nc(N2CCOCC2)nc(N2CCOCC2)n1 @ CCHFV vOTU inh: 18

3 entries drawn at random from the list so far, as already listed:
compound,PriA SSB inh,MazF activator,SARS 3CLpro inh,TcdB GH inh,BH1578 lux ind,Rv3671c protease,PrPC surface inh,CCHFV vOTU inh,Y pestis TopoI,DUSP3 inh
COc1cc(-c2c(NC(=O)c3ccco3)oc3ccc(Cl)cc3c2=O)cc(OC)c1OC,nt,4,nt,0.2,-0.3,nt,6,25,-1,nt
CCCCOc1ccc(C(O)C(CN2CCCCC2)c2ccccc2)cc1 (configuration not stated),-9,11,-2,0.3,-0.4,5,3,13,10,8
Cc1ccc(C)c(OCC(O)CN2CCC(Cc3ccccc3)CC2)c1 (configuration not stated),2&6,3,-12,0.8,-0.3,-9,-4,16,21,33

(continued)
compound,PriA SSB inh,MazF activator,SARS 3CLpro inh,TcdB GH inh,BH1578 lux ind,Rv3671c protease,PrPC surface inh,CCHFV vOTU inh,Y pestis TopoI,DUSP3 inh
Cc1c(NCc2cccnc2)cccc1C(=O)O,-17,4,0,-0.7,-0.3,-1,-4,-2,-6,6
Cc1cccc(C)c1Nc1nnc(SCc2nc3ccccc3s2)s1,-10,4,1,nt,-0.2,-8,-1,5,35,21
CCOc1ccc(C(=O)Nc2nnc(SCC(=O)NCC3CCCO3)s2)cc1 (configuration not stated),-3,-7,1,-0.8,-1.5,-6,-1,-3,11,21
CCC1Oc2ccc(C)cc2N(CC(=O)NCc2cc(OC)ccc2OC)C1=O (configuration not stated),7,-7,-1,nt,i,-4,-2,-11,10,-13
CCOC(=O)C1=C(CSc2nccn2C)NC(=O)NC1c1ccc2c(c1)OCO2 (configuration not stated),3,10,-5,nt,-7.1,-10,2,0,3,8
COc1ccccc1C(=O)COC(=O)CN1C(=O)NC2(CCCC2)C1=O,3,1,nt,0.6,-0.4,-2,-2,-6,10,nt
O=C(c1ccccc1F)N1CCN(c2cccc(C(F)(F)F)c2)CC1,-13,-4,1,nt,0.7,5,2,7,11,33
C#CCN1C(=O)C(O)(CC(=O)c2cccc(OC)c2)c2ccccc21 (configuration not stated),1,8,0,nt,-1.6,-9,-3,-8,0,9
COc1ccc(OCCOC(=O)CCS(=O)(=O)c2ccc(C)cc2)cc1,-11,1,nt,1.1,12,-7,11,16,34,nt
COCCCNC(=O)CCS(=O)(=O)Cc1ccc(C)cc1,1,3,-2,nt,-0.5,-1,3,-7,2,31
O=C(NCc1ccco1)c1ccc(COc2cc(Cl)ccc2Cl)cc1,0,4,5,nt,-0.1,-26,6,8,20,-22
O=C(O)C[C@@H](CNC(=O)COc1ccc2ccc(=O)oc2c1)c1ccc(Cl)cc1,-5,4,3,7.7,i,-8,9,-9,6,4
Clc1cccc(OCCCCCN2CCOCC2)c1,-10,3,3,0.2,-0.3,2,3,-8,9,13
CCOC(=O)c1ccc(S(=O)(=O)N2CCN(S(=O)(=O)CC)CC2)cc1,-35,-4,2,nt,-0.3,7,-4,6,8,24
NC(=O)CC(NC(=O)Cc1ccc(Cl)cc1)c1ccc(NC2CCN(Cc3ccccc3)CC2)c([N+](=O)[O-])c1 (configuration not stated),18,-3,-1,1.5,i,5,-9,5,1,1
CCSc1ccccc1C(=O)NC1CCCCC1,-3,-4,-4,-0.3,1.0,4,4,2,-11,9
CCc1ccc2[nH]c(=O)c(CN(Cc3ccc4c(c3)OCO4)C(=O)c3ccco3)cc2c1,-3,-7,-2,nt,nt,-4,-2,7,nt,23
C[C@@H]1CN([C@@H](C)CO)C(=O)c2cc(Br)cnc2O[C@H]1CN(C)C(=O)c1cccc(F)c1,nt,7,nt,0.6&-0.5,-1.0,nt,-7,1,3,nt
CCC1Nc2ncnc(N3CCOCC3)c2N(Cc2ccc(C)cc2)C1=O (configuration not stated),-13,3,nt,-0.4,i,-9,-5,0,3,nt
CSc1ccccc1C(=O)OCC(=O)Nc1ccc(N2CCOCC2)cc1,-5,3,nt,0.2,nt,-2,-5,7,8,nt
Cc1c(-c2ncn[nH]2)sc(C#N)c1-c1ccccc1,-9,-13,2,-0.6,-0.8,-10,10,-8,-13,14
CC(O)CNCCCOc1ccccc1OCc1ccccc1 (configuration not stated),12,23,5,0.6,i,10,-2,8,-9,15
COC(=O)c1sccc1NC(=O)Nc1cc(C)ccc1OC,-8,7,3,-1.0,-0.4,nt,1,7,1,19

High-throughput results as filed in PubChem BioAssay.
